AI-2 QS mod = modulates the Vibrio harveyi AI-2 quorum sensing system | AID 2094 | Vibrio harveyi JMH597 AI-2 luminescence/OD600 ratio, 9 h; stronger effect = lower value; strain lacks LuxN and CqsS sensors; 0 = neutral-control median | 300,000 tested, 0.4% active | activity change, % at 7.5 µM; in the data active means activity change below about -75%, passing the limit was not always enough; inconclusive means no clear call, values can overlap the other calls;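 further: luminescence divided by OD600 gain over 9 h not by final OD600 alone; inactives centre near 13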
HIF activator = HIF pathway transcriptional activation; U2OS HRE-luciferase reporter, luminescence; normalized: DMSO 0%, desferrioxamine 100%; activation, % at 7.5 µM (by protocol); 300,000 tested, 0.32% active;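 active means mean activation of at least 10% of the iron chelator positive control signal, with at least half of replicates also reaching 10%; inconclusive means mean and replicate majority disagree about reaching 10%; inactive means mean and most replicates under 10%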
aSyn UTR inh = 5' untranslated region of α-synuclein, MLPCN primary screen; alpha-synuclein 5'UTR reporter, inhibitor activity; inhibition, % (tested at 7.5 µM); 300,000 tested, 0.82% active; AID 1813; in the data active means inhibition above about 60%; inconclusive means no clear call, values can overlap the other calls;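 further: H4 neuroglioblastoma cells stably carrying SNCA 5'UTR luciferase fusion; 0% = DMSO wells and 100% = positive control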
HSP90 inh = inhibitors of HSP90 luciferase refolding in rabbit reticulocyte lysate | AID 1789 | 290,000 tested, 0.91% active | inhibition, % at 5.6 µM | luciferase refolding luminescence, 3 h;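 active means inhibition above the screen-wide mean plus 3 SD, computed separately per campaign, cut at about 16% in these data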;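 further: 0% = DMSO wells and 100% = 60 µM geldanamycin wells; inhibitors lower the luminescence because luciferase stays unfolded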
IEC-6 tox = counter-screen for KLF5 inhibitors: cytotoxicity in IEC-6 cells; IEC-6 cytotoxicity, luminescence viability; inhibition, % at 5 µM; 290,000 tested, 0.78% active; in the data active means inhibition above about 22%;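 further: 0% = plate median of test compound wells and 100% = cytotoxic reference compound wells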
HDAC3 inhib = inhibitors of human histone deacetylase 3. O15379. recombinant HDAC3, fluorogenic peptide/trypsin coupled, fluorescence. inhibition, % at 8.3 µM. 320,000 tested, 0.15% active; in the data active means inhibition above about 26%, passing the limit was not always enough; inconclusive means no clear call, values can overlap the other calls
Target sequence (O15379 whole entry, looked up): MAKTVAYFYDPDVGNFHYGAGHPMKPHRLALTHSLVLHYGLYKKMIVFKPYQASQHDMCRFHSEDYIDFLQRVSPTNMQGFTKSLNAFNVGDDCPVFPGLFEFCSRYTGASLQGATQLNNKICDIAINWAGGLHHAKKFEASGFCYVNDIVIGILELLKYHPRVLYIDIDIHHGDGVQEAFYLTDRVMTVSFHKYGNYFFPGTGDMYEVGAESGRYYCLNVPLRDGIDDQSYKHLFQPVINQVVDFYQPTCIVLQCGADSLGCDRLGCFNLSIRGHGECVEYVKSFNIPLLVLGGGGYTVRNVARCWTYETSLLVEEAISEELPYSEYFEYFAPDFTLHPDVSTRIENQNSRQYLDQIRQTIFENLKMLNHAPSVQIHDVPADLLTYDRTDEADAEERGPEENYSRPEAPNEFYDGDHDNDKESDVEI
KLF5 inh = inhibitors of KLF5 expression. inhibition, % at 5 µM. 290,000 tested, 0.23% active. DLD-1 KLF5 promoter-luciferase reporter, luminescence;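 active means inhibition above a per-plate limit of that plate's mean compound inhibition plus 3 SD, cut at about 60% in these data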;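 further: 0% = DMSO wells and 100% = LY294002 at 200 µM; higher means less KLF5 promoter-driven luciferase light; inactives centre near -14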
Platelet DG rel = modulates dense granule release in human platelets; human platelet-rich plasma, SFLLRN dense granule ATP release, luminescence; inhibition, %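 (compounds screened at 7.5 µM in platelet-rich plasma)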; 300,000 tested, 0.22% active; AID 1663;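 active means mean replicate score, as percent of positive control, at or above 50; inconclusive means mean below 50 but at least one replicate at or above 50; inactive means mean and every replicate below 50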
HSF1 inhib = HSF1 inhibition | NIH3T3-HGL HSE-luciferase, MG132-induced, luminescence 8 h; stronger effect = lower value | activity change, negative = inhibition, % at 7.5 µM (by protocol) | 300,000 tested, 0.77% active | AID 2098;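 active means more than half of replicate wells show activity change below -50%, luminescence cut by over half; inconclusive means some wells, but at most half, below -50%; inactive means no replicate well below -50%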;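 further: luciferase reports HSF-1 transcriptional activity via heat shock element; 0% = median of DMSO wells and -100% = zero luminescence signal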
HSF-1 act = increases HSF-1 driven luciferase reporter signal | NIH3T3-HGL HSF-1 luciferase reporter, MG132, 8 h; 100% = twice DMSO control signal | activation, % at 9 µM | 300,000 tested, 1.7% active | AID 504408;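 active means mean replicate activation of at least 50% with a set share of replicates each reaching 50%; inconclusive means only one of those two conditions met; inactive means mean below 50% and too few replicates reaching it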;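 further: 0% = median of the neutral control wells and 100% = twice that signal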
The depositor's hits bear a star; u = inconclusive; x = no result given.

SMILES	AI-2 QS mod	HIF activator	aSyn UTR inh	HSP90 inh	IEC-6 tox	HDAC3 inhib	KLF5 inh	Platelet DG rel	HSF1 inhib	HSF-1 act
Cc1cc(C(=O)N/N=C/c2ccc(-c3ccc([N+](=O)[O-])cc3Cl)o2)n[nH]1	30.1	-0.2	8.4	-2.0	3.7	6.6	-5.9	3.0	-1.8	-8.3
CCN(C(=O)CSc1cc(-c2ccccc2)c2ccc(OC)cc2n1)C1CCS(=O)(=O)C1 (centres undefined)	28.8	-0.4	29.6	-2.8	1.2	4.4	15.4	7.7	7.2	-2.8
Cc1ccc(S(=O)(=O)N2CCN(C(=O)C3CCCO3)CC2)cc1 (centres undefined)	-9.5	-0.6	-6.6	0.4	0.1	-1.2	-25.5	-3.6	-0.8	12.7
O=C(CCCc1ccccc1)Nc1nccs1	13.7	0.6	-28.4	x	x	1.8	x	2.0	6.9	29.4
CC(NC(=O)C1CCC(CNS(=O)(=O)c2ccccc2)CC1)c1ccc2c(c1)OCCO2 (centres undefined)	13.1	-0.4	17.1	1.9	-3.1	2.3	6.7	5.0	-7.3	-12.3
CCc1cc(C(=O)NNC(=S)Nc2cccc(C)c2)cs1	5.1	2.5	-129.8	-1.6	2.4	-1.3	-75.9	0.0	14.1	36.9
Cc1ccccc1NC(=S)N1CCN(C(=O)c2ccco2)CC1	9.4	-0.2	-13.6	-1.2	3.5	5.3	1.4	1.0	0.6	3.1
OCCNc1nc(SCc2ccccc2)nc2sc3c(c12)CCC3	17.7	0.0	-1.3	0.6	3.0	x	-17.6	-3.6	3.2	7.5
CC(=O)Nc1cc(C(=O)O)ccc1S(=O)(=O)c1ccc(Cl)cc1	-6.8	0.0	-52.6	-2.2	-1.7	0.9	-14.2	-0.2	0.3	1.7
CCOc1ccc(CCNC(=O)c2cc([N+](=O)[O-])ccc2N2CCOCC2)cc1OCC	1.6	0.6	15.6	1.3	4.6	2.1	-12.0	-2.2	-5.8	7.7
Cc1cccc(NC(=O)CC(C)S(=O)(=O)c2ccc3c(c2)NC(=O)CO3)c1C (centres undefined)	14.7	0.5	-7.5	4.0	-4.3	-1.4	-25.2	-4.1	55.6	105.5*
CN1C(=O)C(C)(C)c2cc(S(=O)(=O)N3CCN(c4ccc(F)cc4)CC3)ccc21	7.5	0.2	7.8	-1.4	6.3	-3.0	5.1	3.2	-2.0	5.0
CC(C)OC(=O)CSc1nc2c(cc1C#N)CCCCC2	29.4	3.0	-166.0	15.8	5.1	1.0	-8.0	-3.3	-0.5	12.6
O=S(=O)(c1ccc(Br)s1)N1CCNCC1	11.3	0.1	21.0	5.2	-2.4	x	-12.5	-15.0	-1.0	8.3
Cc1ccc(OCC(=O)NC(=S)Nc2cccc(C)n2)cc1	7.6	1.3	-13.8	4.9	3.7	-12.7	-42.2	12.1	19.2	31.5
COC(=O)c1cccc(Cn2nnc3ccccc3c2=O)c1	9.6	-0.1	11.7	0.7	0.4	4.0	-12.8	-2.7	8.4	26.4
Nc1c(C(=O)NC2CC2)sc2nc3c(c(-c4ccco4)c12)CC/C3=C/c1ccco1	x	x	x	0.6	-19.2	2.4	12.8	x	x	x
CN(C(=O)c1cc(S(=O)(=O)N2CCCCC2)c[nH]1)C1CCCCC1	-1.0	0.0	19.1	2.7	-9.7	1.2	5.3	-6.4	-2.7	5.2
CC(CCc1ccccc1)NC(=O)C1CC1 (centres undefined)	28.5	-0.7	-10.5	x	x	-4.9	x	13.8	-1.3	-3.2
CCCn1c(=O)c(C(=O)NCc2ccccn2)c(O)c2ccccc21	x	x	x	-0.4	2.3	1.4	-25.4	x	x	x
CC(C)=CCN1CCN(Cc2ccc(C#CC(C)(C)O)cc2)CC1CCO (centres undefined)	30.0	0.2	-5.1	-0.6	-3.2	9.1	-14.0	2.1	-11.7	-15.9
CS(=O)(=O)N1CCCC(C(=O)Nc2ccccc2C(F)(F)F)C1 (centres undefined)	-4.1	-17.1	0.7	-0.8	1.0	-2.7	-28.5	-14.5	-0.9	6.2
CC(C)c1ccc(NC(=O)COC(=O)COc2ccccc2)cc1	14.1	0.8	1.3	0.6	-0.9	-7.6	-10.0	-5.3	0.1	7.4
O=C(N/N=C1\CCCc2ccccc21)C(O)c1ccccc1 (centres undefined)	33.0	-0.3	-31.0	-3.5	0.5	-4.8	-34.1	-7.0	-4.5	2.3
COc1ccc(N2CCN(C(=O)NC(=O)c3ccc(Cl)cc3)CC2)cc1	-8.1	0.0	22.5	3.1	0.1	0.6	-6.3	-3.3	-2.0	10.2
Cc1cc(OCC(=O)OCC(=O)Nc2cc(C(F)(F)F)ccc2N2CCOCC2)ccc1Cl	13.8	-0.4	18.3	0.1	0.2	-1.8	-25.0	5.9	-5.2	6.4
COc1ccc(CNc2ccc(-c3ccc(OC)cc3)nn2)cc1	2.2	2.1	-11.6	8.4	9.4	-4.8	-23.3	u	17.4	17.8
Cc1occc1C(=O)N/N=C/C=C/c1ccccc1	1.0	4.2	-138.1	4.5	3.2	11.9	-145.9	27.7	20.7	34.3
COCc1c(N)c(C)nc(Cl)c1C#N	16.7	-0.3	0.6	3.1	12.7	-6.7	0.6	0.1	-8.7	-6.0
CN(c1ccccc1)c1nc(N)c([N+](=O)[O-])c(NCc2ccccc2)n1	10.1	-0.2	46.0	-0.1	1.3	10.1	-2.8	-9.2	11.5	37.5
COc1cccc(C(=O)/C=C/Nc2ccc(S(=O)(=O)Nc3ncccn3)cc2)c1	41.1	0.2	1.2	3.7	-3.9	x	-11.5	3.6	-7.8	4.1
COc1cc(CC(NC(C)=O)C(=O)NC2CCN(c3nc(C)cc(C)c3C#N)CC2)cc(OC)c1 (centres undefined)	-4.7	-42.0	19.0	-2.3	-10.7	-3.3	-11.3	-0.9	-9.5	-21.6
COc1cccc(N2CCN(Cc3nc(N)nc(Nc4ccccc4OC)n3)CC2)c1	35.7	1.3	16.0	5.8	3.3	2.0	-6.1	0.2	-1.6	1.9
S=C(NCCCN1CCOCC1)Nc1ccc(-c2nc3ccccc3[nH]2)cc1	14.3	2.5	-45.3	-2.5	-4.8	-4.6	-15.5	1.0	20.7	32.3
O=C(CCl)Nc1cccc(CP(=O)(c2ccccc2)c2ccccc2)c1	20.3	-2.1	-33.0	4.5	0.8	-1.1	-12.3	-10.6	7.4	-7.3
CCCC(=O)Nc1ccc(C(=O)Nc2ccc([N+](=O)[O-])cc2OC)cc1	22.0	-0.3	11.1	3.6	-3.8	-1.5	-20.0	3.6	2.2	16.5
C/C(=N\NC(=O)CCn1nnc2ccccc21)c1ccco1	24.8	1.5	-51.3	-0.1	7.9	14.8	-4.3	-7.5	-12.1	1.7
COc1cc(/C=C2/OC(=O)c3cc([N+](=O)[O-])ccc32)cc(OC)c1OC	9.3	0.8	-17.9	4.6	6.0	-1.1	-2.7	-1.9	5.8	35.6
C=Cn1ccnc1P(=S)(c1ccc2c(c1)c1ccccc1n2CC)c1nccn1C=C	7.7	0.2	-44.3	-8.3	-7.1	0.3	-9.4	-8.8	6.3	9.7
CCCCCN(C(=O)NC(=O)Nc1ccc(C)cc1)S(=O)(=O)c1ccccc1	6.2	1.8	-26.8	5.0	-0.6	0.6	-33.0	4.5	-0.8	8.9
CC(C)(C)c1ccc(-c2c(C#N)c(N)nc3c2CCCC3)s1	9.7	-1.3	34.5	1.8	6.9	-10.2	9.6	5.7	-5.9	4.3
CN1CCCCc2c1[nH]c1ccccc1c2=O	24.8	0.3	-22.0	-0.7	1.2	3.1	-19.4	3.4	3.1	0.0
COc1ccc(-n2nc(C(=O)NCC(=O)N3CCN(c4cccc(Cl)c4)CC3)c3ccccc3c2=O)c(OC)c1	14.7	0.0	28.6	2.7	7.9	3.7	-9.1	3.7	6.4	-3.2
COc1ccc(-c2cc(-n3c(C(F)(F)F)nc4ccccc43)n(CCC#N)n2)cc1	18.9	-0.9	15.9	-2.5	-2.6	2.9	-18.1	0.8	-3.6	16.2
COc1cccc(N=c2oc3ccccc3cc2-c2nc3ccccc3[nH]2)c1	4.2	-1.9	-80.4	24.1*	11.2	2.7	-57.1	4.1	24.6	71.0*
COc1ccc(COC(=O)Oc2ccc(CNC(C)=O)cc2OC)c([N+](=O)[O-])c1	-4.1	-0.3	-3.8	x	x	1.6	x	1.4	-8.6	-6.1
CC(C)Oc1ccccc1C(=O)NC(CO)C(=O)O (centres undefined)	2.7	-0.6	-6.6	-0.9	-2.9	-5.8	-12.2	5.5	0.1	-12.0
NC(=O)c1ccc(NC(=O)c2cnc3ccccc3n2)cc1	23.6	x	x	-1.1	7.6	7.4	-59.1	x	x	x
Cc1ccc2nc(C(O)C(O)c3nc4ccc(C)cc4[nH]3)[nH]c2c1 (centres undefined)	45.7	5.8	-159.0	11.6	4.6	4.0	4.8	-2.7	7.8	32.1
c1ccc(-c2onc(-c3ccco3)c2-c2ccc3c(c2)OCO3)cc1	9.7	-0.2	-17.1	3.0	-3.1	0.4	-18.2	15.2	6.3	16.0

(listing goes on)
SMILES	AI-2 QS mod	HIF activator	aSyn UTR inh	HSP90 inh	IEC-6 tox	HDAC3 inhib	KLF5 inh	Platelet DG rel	HSF1 inhib	HSF-1 act
NS(=O)(=O)c1ccc2ccccc2c1	-4.9	-0.2	-9.4	-1.4	-2.3	0.4	-23.4	-1.3	-5.1	2.4
Cc1nn(CC(=O)Nc2nnc(C(C)C)s2)c(=O)c2ccccc12	3.8	-0.1	2.6	-1.6	-4.1	-1.6	-20.6	6.2	-2.0	3.4
O=C(COC(=O)Cc1cn2ccsc2n1)Nc1nc2ccccc2s1	27.6	2.6	-1.1	-1.7	8.8	6.7	-10.2	0.5	9.0	-0.5
Nc1nc2n(n1)C(=O)CC(c1ccccc1)N2 (centres undefined)	19.8	0.3	3.5	-5.8	5.6	3.0	-3.1	0.9	4.0	-14.1
Cc1ccc(C)c(C(=O)COC(=O)CCN2C(=O)C3C4CCC(C4)C3C2=O)c1 (centres undefined)	23.5	0.7	-1.1	-1.7	-9.4	x	-14.1	-2.5	0.3	12.2
CCCN(CCC)C(=O)c1ccc2c(c1)N(CC)C(=O)c1ccccc1S2(=O)=O	0.6	-9.1	28.0	-0.3	5.7	1.1	-7.9	-5.3	-4.8	4.7
COc1ccc(-c2n[nH]c(C)c2-c2ccc(OC)c(OC)c2)c(O)c1	40.2	2.7	18.4	-0.9	2.6	4.6	5.4	1.3	-0.8	-1.3
Cc1ccc(S(=O)(=O)c2nnn3c2nc(Nc2cccc(C)c2)c2ccccc23)cc1	37.0	-0.3	21.1	1.5	-8.0	-6.1	-14.9	-2.3	1.3	1.1
CCc1ccc(NC(=O)C2(C)Cc3ccccc3C(=O)O2)cc1 (centres undefined)	-1.6	3.4	-142.0	-3.7	-4.0	3.2	-59.9	7.0	20.3	35.4
Cc1cnc(NC(=O)c2cncc(Br)c2)s1	15.4	-1.3	-39.8	-0.6	0.8	-4.8	-26.5	-1.0	18.9	47.9

Records listed so far that bear a hit mark in HSP90 inh.
SMILES | AI-2 QS mod | aSyn UTR inh | HSP90 inh | HDAC3 inhib | KLF5 inh | Platelet DG rel | HSF1 inhib | HSF-1 act
COc1cccc(N=c2oc3ccccc3cc2-c2nc3ccccc3[nH]2)c1 | 4.2 | -80.4 | 24.1* | 2.7 | -57.1 | 4.1 | 24.6 | 71.0*
